Bioassay records as filed in PubChem.
FN deposit inh = inhibitors of fibronectin matrix deposition, primary screen, AH1F cells, Alexa488-fibronectin fluorescence, plate reader; AH1F fibroblasts, overnight; inhibition, % at 12.6 µM; 350,000 tested, 0.086% active;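 active = mean inhibition across replicates of 30% or more, regardless of how many single replicates reach that level; inconclusive = mean under 30% yet at least half of replicates reach 30%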;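 also: positive control wells lacked labelled fibronectin entirely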
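test system = AH1F fibroblasts assembling fluorescent fibronectin matrix | quantity = 10000 AH1F cells per well | buffer or medium = DMEM plus 2% serum, read in PBS | doses = single dose, pinned | incubation = 1 h cell attachment, overnight exposure to compound and label | detection = fluorescence at 485 nm excitation, 525 nm emission | read-out basis = inhibition from reduced deposited-fibronectin fluorescence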
Xi reactivation = activators of inactive X chromosome reactivation, primary screen, imaging, XiGFP fibroblasts, GFP high-content imaging, set 2. activation, % at 7.58 µM. XiGFP mouse fibroblasts, % GFP-positive cells imaging, 3 d; cells co-treated with 5-aza-dC sensitizer; scaled so ellipticine positive control = 100%. 360,000 tested, 0.055% active;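 active = mean normalized replicate activation at least 10% and every replicate at or above 10%; inconclusive = only one of the two criteria met; inactive = mean below 10% and not all replicates reach 10%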;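 also: 0% = median of on-plate neutral control wells and 100% = ellipticine 6 µM median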
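System: 68-5-11 XiGFP fibroblast line; Timing: 3 days compound exposure; Compound dosing: one concentration, pinned; Benchmarks: positive control ellipticine, 6 µM final; Buffer or medium: DMEM containing 5-aza-dC.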
RAD52 inh = RAD52 DNA annealing inhibitors, primary screen, biochemical, FRET, single point, set 2 | DNA repair protein RAD52 homolog (Homo sapiens), P43351 | recombinant RAD52 DNA annealing, FRET fluorescence | inhibition, % at 18.7 µM | 360,000 tested, 0.46% active;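 active = every replicate showing at least 50% inhibition; inconclusive = mean inhibition at least 50% but not in every replicate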
E-selectin induc = E-selectin induction in HUVECs, primary screen, imaging, HUVEC, immunofluorescence imaging, single point; normalized: neutral wells 0, TNF-alpha wells 100; activation, % at 7.58 µM; 260,000 tested, 0.37% active; AID 686992, 2013;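 active = mean E-selectin-positive cell signal at least 10% of the positive control, reached in at least 60% of replicates, without over 20% cell loss; inconclusive = no rule given, readout overlaps actives, possibly toxicity-flagged; inactive = the rest, including those meeting only one limit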;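 also: in these data hits start at about 27%; measured in HUVEC primary endothelial cells; signal is the percent of cells scored E-selectin positive by PE staining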
Target sequence (P16581 whole entry, looked up): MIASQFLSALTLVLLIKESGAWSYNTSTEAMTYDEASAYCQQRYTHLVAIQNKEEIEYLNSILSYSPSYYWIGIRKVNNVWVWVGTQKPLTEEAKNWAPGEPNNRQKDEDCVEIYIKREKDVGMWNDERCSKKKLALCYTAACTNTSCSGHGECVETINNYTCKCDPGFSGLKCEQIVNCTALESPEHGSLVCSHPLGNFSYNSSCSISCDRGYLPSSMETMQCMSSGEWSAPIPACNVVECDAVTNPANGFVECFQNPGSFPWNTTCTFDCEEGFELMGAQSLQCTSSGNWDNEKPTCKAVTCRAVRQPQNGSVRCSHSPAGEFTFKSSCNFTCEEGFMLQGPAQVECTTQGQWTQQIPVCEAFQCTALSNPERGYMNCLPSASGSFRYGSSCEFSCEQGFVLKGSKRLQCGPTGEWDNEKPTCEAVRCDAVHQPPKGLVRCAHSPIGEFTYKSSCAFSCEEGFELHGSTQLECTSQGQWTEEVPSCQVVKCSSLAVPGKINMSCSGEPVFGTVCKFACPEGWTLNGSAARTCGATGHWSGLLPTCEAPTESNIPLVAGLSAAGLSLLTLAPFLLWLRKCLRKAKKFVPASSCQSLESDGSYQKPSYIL
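Test system: HUVEC; input: 3,000 HUVEC/well; measured by: immunofluorescence imaging; read-out: % PE-positive cells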
RAD54 branch = inhibitors of human RAD54 branch migration, primary screen, biochemical, fluorescence, single point; RAD54 Holliday junction branch migration, FAM/BHQ fluorescence; inhibition, % at 10.4 µM; 360,000 tested, 0.14% active;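 active = mean normalized replicate activity at least 40 and at least half of replicates scoring 40 or more; inconclusive = only one of the two criteria met; inactive = mean below 40 and under half of replicates reaching 40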;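 also: 0% = median of neutral control wells and 100% = median of positive control wells; inhibitors cause a drop in the FAM fluorescence signal; in these data hits start at about 50%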
S100A4 MyoIIA = inhibitors of S100A4-myosin IIA peptide binding, primary screen, biochemical, fluorescence polarization, TAMRA-MyoIIA peptide; 360,000 tested, 0.14% active; inhibition, % at 10.7 µM; AID 652163, 2013;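 active = mean inhibition of at least 70% across replicates, with every replicate also reaching that level; inconclusive = mean inhibition reaches 70% but some replicates fall short; inactive = mean inhibition below 70%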
Target sequence (P26447 whole entry, looked up): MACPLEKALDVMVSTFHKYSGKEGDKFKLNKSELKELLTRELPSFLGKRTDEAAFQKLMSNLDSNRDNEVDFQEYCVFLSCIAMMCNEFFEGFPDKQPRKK
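Material: S100A4 monomer (human). Medium: Calcium-containing HEPES buffer, pH 7.2. Probe or stimulus: labelled myosin peptide probe, 5 nM. Compound dosing: one concentration per compound. Timing: polarization read 5 min after assay mix addition, stable 5–60 min. Benchmarks: DMSO as neutral control, TFP as positive control.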
EWS-Fli block = EWS/Fli-driven NR0B1 reporter inhibitors, primary screen, A673 cells, NR0B1 luciferase, luminescence, MLPCN library | AID 651661, 2012 | inhibition, % at 12.6 µM | 350,000 tested, 0.67% active | viability-normalised;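 active = mean inhibition of at least 50% after viability correction, with every replicate also passing that limit; inconclusive = mean reaches 50% but only one of two replicates passes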;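 also: firefly luciferase signal divided by Alamar Blue viability fluorescence both relative to DMSO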
esBAF inh = Bmi1 luciferase reporter increase in mESCs, primary screen, esBAF inhibitor project, mouse ES cells, Bmi1 luciferase knock-in, single point; 24 h; 100% = twice the neutral-well signal; reporter increase, % at 12.5 µM; 350,000 tested, 2% active; in the data active = activation above about 40%; inconclusive = no clear call, values can overlap the other calls;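 also: 0% = median of the plate's neutral control wells and 100% = double that signal; a rise in the Bmi1 reporter signal indicates esBAF inhibition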
The depositor's hits bear a star; ? = inconclusive; / = not tested or not shown; & = joins results of further samples.

Values run as follows: FN deposit inh, Xi reactivation, RAD52 inh, E-selectin induc, RAD54 branch, S100A4 MyoIIA, EWS-Fli block, esBAF inh
- COC(=O)c1ccc(/C=C2\SC(=S)N(CCCC(=O)N3CCOCC3)C2=O)cc1
  0, 0.0, -7, -0.4, -12, -7, 3, -3
- Cc1noc(C)c1NC(=O)N(C)C[C@@H]1OCCCC[C@@H](C)Oc2ccc(NC(=O)NC(C)C)cc2C(=O)N([C@H](C)CO)C[C@H]1C
  /, 0.0, -9, -0.2, /, -5, -6, /
- O=C(C[C@@H]1CC[C@H](NC(=O)c2cccc(F)c2)[C@@H](CO)O1)NCCN1CCCC1
  -5, -0.4, -1, -0.3, 7, 5, -4, 0
- CO[C@@H]1CN(C)C(=O)c2ccc(NS(=O)(=O)c3ccccc3F)cc2OC[C@H](C)NC[C@H]1C
  -7, -0.1, -13, -0.2, -3, -6, -4, -3
- CCN(CC)CCNC(=O)c1ccc(NC(=O)COc2ccccc2F)cc1
  -10, 0.1, -10, /, /, -2, 9, -7
- S=C(Nc1nc2c(s1)CCCC2)NC1CC1
  /, 0.4, -4, 0.8, -4, -11, /, 51*
- CC1=CC(C)(C)Nc2ccc(Cc3ccc4c(c3)C(C)=CC(C)(C)N4)cc21
  -5, 0.0, 2, 1.2, -9, -8, 15, -6
- CC(C)NC(=O)NCC[C@@H]1CC[C@@H](NS(=O)(=O)c2ccc(Oc3ccccc3)cc2)[C@@H](CO)O1
  1, 0.2, 5, 0.6, -1, 7, 5, 7
- CSc1ncc(C(=O)Nc2cccc(C)c2C)c(C)n1
  /, 0.4, -17, /, 2, -5, -8, -4
- CCCCCCC12Cc3cc(OC)c(OC)cc3C(O1)C1=C(O2)C(C)(C)CCC1=O (stereo not given)
  6, 0.0, -12, -0.2, /, -8, -2, /
- NNC(=O)c1ccc(Oc2cc(Cl)cc(Cl)c2)o1
  -6, 0.1, -16, 0.1, /, -1, 12, -3
- Cc1ccc(C(=O)N2CCN(c3ccc(NC(=O)Cc4ccccc4)cc3)CC2)cc1
  -1, 0.0, 9, -0.2, 0, -4, 5, 3
- C[C@@H]1CN([C@H](C)CO)C(=O)c2cccc(NC(=O)Nc3ccccc3)c2O[C@@H]1CN(C)Cc1ccc(Oc2ccccc2)cc1
  /, 2.0, 8, 0.3, -5, -21, -3, 4
- COc1ccccc1CC(=O)Nc1cccc(C(=O)Nc2nccs2)c1
  5, 0.0, 1, 1.5, -10, -3, -1, 0
- Cc1ccn2c(C(=O)NN=C3CCCCCCC3)c(C)nc2c1
  /, 0.1, -2, /, /, 4, -5, /
- O=C(NCC1CC1)[C@H]1[C@H](CO)[C@H]2Cn3c(ccc(-c4cccc(F)c4)c3=O)[C@H]2N1CC1CC1
  /, -0.1, -2, -0.2, -2, -4, -1, 1
- Cc1ccc(NC(=O)CCN2C(=O)NC3(CCCC3)C2=O)cc1
  -11, -0.1, -8, 0.1, -8, 12, -1, -6
- COc1ccc(C(=O)OCC(=O)NCCCc2ccccc2)c(OC)c1
  -19, 0.1, -10, /, -14, -6, 4, -3
- O=C(O)C1(P(=O)(c2ccc(Cl)cc2)c2ccc(Cl)cc2)CC1
  3, 0.4, -8, /, /, 0, 3, 1
- Cc1ccc(OCCCC(=O)ON=C(N)c2ccccc2C)cc1
  4, 0.1, -10, 0.4, -2, -8, -8, -7

Next section:
Values run as follows: FN deposit inh, Xi reactivation, RAD52 inh, E-selectin induc, RAD54 branch, S100A4 MyoIIA, EWS-Fli block, esBAF inh
- COc1cccc(NC(=O)N2[C@@H](CO)[C@@H](c3ccccc3)[C@@H]2CNC(C)C)c1
  -1, 0.5, -45, 0.3, -2, -5, 4, 1
- CC(C)(C)NC(=O)CN(C(=O)C(=O)Nc1ccc2c(c1)OCCO2)C1CCCC1
  -5, 0.0, -5, /, 4, -2, -1, 3
- COc1ccc(CN(C)C[C@@H]2OCc3cnnn3CCCC(=O)N([C@H](C)CO)C[C@H]2C)cc1
  -7&6, -0.1&0.2, -4&9, 0.2&-0.2, -9&-4, 1&60, 2&-3&-1, -3&2&2
- COc1cc(-c2nc3c4ccccc4nc(=S)n3[nH]2)cc(OC)c1OC
  -4, 0.1, -1, /, 9, -2, 15, 2
- Cc1nnsc1-c1nnc(SCC(=O)c2ccc(F)cc2)n1C1CC1
  -14, -0.1, 5, -0.5, 6, 1, 6, 2
- CCN(CC)C(=O)Cn1cc(C(=O)C(=O)Nc2ccc3c(c2)OCO3)c2ccccc21
  4, 0.5, -46, -0.2, -7, -4, -38, 12
- CCc1ccc(/C=C2\SC(=S)N(CCCC(=O)N3CCN(C)CC3)C2=O)cc1
  13, 0.0, -57, -0.2, 5, -6, 69*, -33
- CC(C)C[C@H](NC(=O)N1CCCCCC1)C(=O)O
  -1, -0.1, -7, /, /, 23, 0, /
- C[C@H](CO)N1C[C@H](C)[C@@H](CN(C)Cc2ccc(C(F)(F)F)cc2)OCCCC[C@H](C)Oc2ccc(NC(=O)Nc3ccc4c(c3)OCO4)cc2C1=O
  /, 0.3, 14, -0.2, 0, -3, 18, -1
- CC1=Nc2cc(C(=O)NCCCN3CCN(C)CC3)ccc2Sc2ccc(C)cc21
  1, 0.0, 77*, /, 9, -8, /, -4
- COc1ccc(NC(=O)C2C3C=CC(C3)C2C(=O)O)cc1 (stereo not given)
  3, 0.1, 1, 3.5, 7, -5, -4, /
- CCOC(=O)C1=C(COC(=O)c2cccc(NC(C)=O)c2)NC(=O)NC1C (stereo not given)
  6, 0.2, -6, /, 0, 2, -1, /
- CCN(CC)S(=O)(=O)c1ccc(N(C)C)c(NC(=O)C2CCCC2)c1
  0, 0.0, 4, /, -8, -1, -6, /
- COC(=O)c1csc(S(=O)(=O)N2CCOCC2)c1OC
  9, 0.1, -15, /, 6, 2, 7, /
- COc1nc(NC(C)(C)C)nc(Oc2ccc(=O)n(C)n2)n1
  3, 0.2, -3, 0.0, -5, 20, 7, -2
- COc1ccc(C(=O)Nc2cc(C)nn2-c2cccc(F)c2)cc1
  10, 0.0, 6, -0.3, /, 10, -11, /
- COc1ccc(S(=O)(=O)Nc2cccc3c2O[C@@H](CN(C)C(=O)Nc2ccc4c(c2)OCO4)[C@H](C)CN([C@@H](C)CO)C3=O)cc1
  -1, 0.0, -6, 0.0, 2, 1, -7, 4
- COC(=O)c1sccc1NC(=O)c1ccccc1F
  -2, 0.2, -8, /, -8, -6, -1, -3
- C[C@@H]1CN([C@H](C)CO)C(=O)c2cc(NC(=O)Cc3ccccc3)ccc2O[C@@H]1CN(C)CC1CCCCC1
  1, -0.5, 9, /, -1, -18, -9, -3
- N#C[C@H]1N[C@H](CO)[C@@H]1c1ccc(C2=CCCC2)cc1
  -10, 0.1, -10, 0.0, 4, -9, -3, -3

Next entries.
Values run as follows: FN deposit inh, Xi reactivation, RAD52 inh, E-selectin induc, RAD54 branch, S100A4 MyoIIA, EWS-Fli block, esBAF inh
- CCN(CC)S(=O)(=O)c1ccc(N2CCCC2)c(C(=O)OCC(=O)N2CCCC2)c1
  2, 0.0, -9, 0.5, 5, -2, -2, -1
- CN1CCN(C(=O)C[C@H]2C[C@@H]3c4cc(NC(=O)Cc5ccncc5)ccc4O[C@@H]3[C@@H](CO)O2)CC1
  /, 0.0, 0, 0.2, ?, -1, 1, 0
- C[C@@H]1CN([C@@H](C)CO)C(=O)c2cc(NC(=O)Nc3cccc4ccccc34)ccc2O[C@@H](C)CCCCO[C@H]1CN(C)C(=O)CCCN(C)C
  /, -1.1, 27, 3.7, 14, 15, -3, 0
- COCC(=O)N1[C@@H](C#N)[C@@H](c2ccc(C#Cc3ccccc3F)cc2)[C@@H]1CO
  15, 0.1, -26, 2.3, -18, -3, -10, -8
- CCOCCCNC(=O)c1cc(C)nn1-c1ccccc1
  -3, -0.1, 6, 3.0, -11, -3, -9, 0
- Cc1cccc(S(=O)(=O)N[C@H]2CC[C@@H](CCn3cc(-c4ccccn4)nn3)O[C@H]2CO)c1
  3, -0.1, -10, -0.2, -10, 25, 0, 0
- C[C@@H]1CCCCO[C@H](CN(C)Cc2ccc(C(=O)O)cc2)[C@@H](C)CN([C@H](C)CO)C(=O)c2cc(NC(=O)Nc3ccc(C(F)(F)F)cc3)ccc2O1
  /, -0.7, 1, -0.2, 0, 0, -7, -4
- Cc1cnc(C(=O)OCC(=O)c2c(N)n(CC(C)C)c(=O)n(C)c2=O)cn1
  -6, 0.0, -4, -0.7, /, -7, -5, /
- Cc1ccn2c(NC(C)(C)C)c(-c3cccs3)nc2c1
  6, 0.1, -35, /, /, 3, 7, /
- O=C(CCNS(=O)(=O)c1ccc(Cl)cc1)OCC(=O)N1CCN(C(=O)c2ccco2)CC1
  0, 0.0, -15, 2.9, /, -16, -1, /
- CCOC(=O)Cc1csc(NC(=S)NC(=O)c2ccccc2Br)n1
  -14, 0.1, -4, /, -3, 5, 5, /
- C=C(C)Cn1c(SCC(=O)N/N=C/c2ccccc2OCC(=O)O)nnc1-c1ccc(Br)cc1
  -10, 0.1, -1, /, 9, 4, 1, -1
- CN(Cc1ccco1)C(=O)Cn1ncc2c([nH]c3ccccc32)c1=O
  -3, 0.0, -12, /, -2, -6, 4, -2
- NC(=O)[C@@H]1CCCNc2c(F)cc([N+](=O)[O-])cc2C(=O)N[C@@H](CO)C(=O)N[C@@H](Cc2ccc(O)cc2)C(=O)N1
  6, 0.0, -10, -0.4, -7, -1, -14, 0
